PTEN del growth: PTEN-deleted cell growth suppression; HCT116 PTEN-null viability, CellTiter-Glo, 60 h; active compounds read low; viability, % at 10 µM; 1.2% of 140,000 active; AID 827;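 active = viability at or below a set limit, 4 SD under the median of all tested compounds, cut at about 3.7% in these data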;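 note: PTEN knockout HCT116 line with beta catenin targeted HCT116 as companion control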
MRP-1 activ: activates MRP-1. viability increase, % at 10 µM. AID 799. 0.61% of 140,000 active. H69AR cells + doxorubicin, viability rescue, CellTiter-Glo;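 active = viability gain under doxorubicin at or above a set limit, the compound median plus 3 SD, cut at about 4.7% in these data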;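 note: MRP-1 overexpressing cells given doxorubicin 25 µM after compound pretreatment; 18-22 h compound pretreatment then 72 h with doxorubicin before readout; 0% = doxorubicin-only wells and 100% = vehicle-treated cells without doxorubicin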
Yeast growth inh: reduces growth of yeast BB579 in restrictive medium. S. cerevisiae BB579 growth, OD615, 48 h. inhibition, % at 10 µM. 0.51% of 140,000 active;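 active = inhibition above a set limit, 3 SD over the mean compound inhibition, cut at about 44% in these data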; note: inactives centre near -24
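System: Saccharomyces cerevisiae DeaD strain BB579, replicative lifespan model yeast | Buffer or medium: Restrictive glucose-based CSMM-D medium | Times: 4 h preincubation and 48 h exposure at 30 °C | Detection: OD615 turbidity measurement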
bCat KO growth: beta-catenin-lacking colon tumor cell growth suppression. HCT116 beta-catenin knockout viability, CellTiter-Glo, 60 h; active compounds read low. viability, % at 10 µM. 1.5% of 140,000 active. AID 818;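 active = viability at or under a set limit, the compound median less 4 SD, cut at about 6% in these data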;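 note: 0% = Hyamine 1622 control at 20 µM and 100% = untreated cell control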
Yeast lifespan up: yeast lifespan extension | AID 775 | inhibition of the nicotinamide effect, % at 10 µM | 0.68% of 130,000 active | S. cerevisiae growth with nicotinamide, OD615; deaD strain in restrictive glucose medium;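 active = inhibition above a set limit, placed 3 SD over the median of all compounds, cut at about 26% in these data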;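 note: 0% = nicotinamide-treated wells and 100% = cells grown without nicotinamide; some compounds called inactive have numbers as strong as hits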
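assay system = DeaD-strain S. cerevisiae | buffer or medium = restrictive glucose medium | reagent = 1.5 mM nicotinamide | compound = 10 µM single point, 0.25% DMSO | incubation = 48 h compound exposure at 30 °C, humidified | signal = OD615 measurement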
NPY Y2 blocker: blocks the human neuropeptide Y Y2 receptor; P49146; 0.99% of 140,000 active; inhibition, % at 2.7 µM; NPY-Y2 expressing cells, antagonist mode; in the data active = inhibition above about 17%;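 note: 0% = vehicle with agonist challenge and 100% = reference antagonist with challenge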
Target sequence (P49146 whole entry, looked up): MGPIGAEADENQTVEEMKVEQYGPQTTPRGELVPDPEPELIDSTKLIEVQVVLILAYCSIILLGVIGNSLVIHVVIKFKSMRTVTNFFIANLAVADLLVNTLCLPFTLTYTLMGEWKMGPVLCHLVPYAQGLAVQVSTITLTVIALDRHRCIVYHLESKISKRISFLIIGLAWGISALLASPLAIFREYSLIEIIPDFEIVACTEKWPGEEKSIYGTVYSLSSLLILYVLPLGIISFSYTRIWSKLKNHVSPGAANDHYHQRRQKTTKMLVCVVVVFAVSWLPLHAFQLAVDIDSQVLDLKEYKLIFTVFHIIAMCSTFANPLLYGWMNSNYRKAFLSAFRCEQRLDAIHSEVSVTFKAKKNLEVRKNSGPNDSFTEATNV
GALR2 antag: GALR2 (human) receptor antagonism. O43603. GALR2-expressing cells, antagonist mode. inhibition, % at 4 µM. 0.39% of 140,000 active. AID 828; in the data active = inhibition above about 27%;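 note: cells stimulated with galanin 1-16 at roughly its EC80; 0% = agonist challenge control and 100% = basal control without agonist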
Target sequence (O43603 whole entry, looked up): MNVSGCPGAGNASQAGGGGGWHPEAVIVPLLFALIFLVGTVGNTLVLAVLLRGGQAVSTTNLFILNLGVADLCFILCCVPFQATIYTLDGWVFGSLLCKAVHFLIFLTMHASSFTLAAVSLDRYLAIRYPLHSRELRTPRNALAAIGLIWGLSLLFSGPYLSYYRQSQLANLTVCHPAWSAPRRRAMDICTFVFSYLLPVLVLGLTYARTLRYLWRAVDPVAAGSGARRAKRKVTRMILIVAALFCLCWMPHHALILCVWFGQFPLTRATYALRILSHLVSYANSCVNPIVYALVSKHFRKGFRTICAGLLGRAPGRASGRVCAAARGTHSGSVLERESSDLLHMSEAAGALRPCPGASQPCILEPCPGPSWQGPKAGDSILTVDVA
Measles CPE: protection of cells from measles virus. 1.5% of 140,000 active. Measles virus-infected cells, CPE protection, absorbance. protection (pct of control), % at 4 µM; in the data active = protection mostly above about 24%, no sharp cut-off; inactive = mostly below about 26%; note: some compounds called inactive have numbers as strong as hits
Phagocytosis inh: inhibitors of macrophage phagocytosis; 0.07% of 110,000 active; J774A.1 macrophage IgG-bead phagocytosis, imaging; inhibition, % at 5 µM;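 active = inhibition above the mean of the plate negative controls plus 5 SD, cut at about 13% in these data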;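 note: phagocytic index as fraction of beads internalized from green versus red external bead signal; plate controls were DMSO negative control for no effect and cytochalasin-D positive control for full effect; some results beyond the cut were filed as inactive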
E-sel TNF inh: TNF alpha driven E-selectin expression inhibition; HUVEC TNFa-induced E-selectin immunofluorescence, high content; inhibition, % at 2 µM; 0.71% of 120,000 active;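 active = inhibition above the batch mean plus 3 SD, and confirmed as a hit on visual image review, cut at about 43% in these data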;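 note: 0% = TNF-stimulated DMSO wells and 100% = unstimulated control wells; not every result past the cut was called active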
* hit, by the source's call; . = not tested or not shown.

SMILES | PTEN del growth | MRP-1 activ | Yeast growth inh | bCat KO growth | Yeast lifespan up | NPY Y2 blocker | GALR2 antag | Measles CPE | Phagocytosis inh | E-sel TNF inh
COc1ccc(C(CNC(=O)c2cccc(Br)c2)N2CCCC2)cc1 (centres undefined) | . | -0.5 | -36 | 62 | 123* | 8 | -6 | 5 | 0 | 7
Cc1cc(C(=O)CSc2nnc(-c3ccc(Cl)cc3)n2CC2CCCO2)c(C)n1C (centres undefined) | 63 | -3.9 | -3 | 72 | -30 | 0 | 11 | 2 | . | 0
O=C(NCc1ccccn1)c1c(Cl)cccc1Cl | 95 | -1.8 | -40 | 98 | -16 | 2 | -3 | 25 | 0 | .
Cc1ccc2nc(C)c(C(=O)N/N=C/c3ccco3)cc2c1 | 92 | -2.4 | -1 | 91 | 0 | 2 | 14 | 11 | -5 | .
O=C1c2ccccc2-c2cccc(C(=O)N3CCCCCC3)c21 | 85 | 0.4 | -59 | 92 | 20 | 11 | -2 | 29* | -2 | .
CCOc1ncnc2c1oc1nc(CC(C)C)c3c(c12)CC(C)(C)OC3 | 95 | 4.4 | -49 | 81 | 14 | 0 | 5 | 6 | . | 8
C=CCNC(=O)C1CCN(c2c([N+](=O)[O-])cc(C(F)(F)F)cc2[N+](=O)[O-])CC1 | 108 | -0.2 | -76 | 105 | 3 | 0 | 12 | 5 | 1 | 13
CC1(NC(=O)CC[N+](C)(C)CCO)CS(=O)(=O)CC1S(=O)(=O)[O-] (centres undefined) | 97 | -1.1 | -6 | 93 | -7 | 1 | -2 | 5 | . | -38
CCn1cc(CNC(=O)CCSc2nc(-c3ccco3)cc(C(F)(F)F)n2)cn1 | 54 | -4.1 | -24 | 67 | -14 | 1 | 4 | 11 | -2 | 5
COc1cc(C2N(c3ccccc3)CCN2c2ccccc2)cc(OC)c1OC | 89 | -1.2 | -36 | 98 | -14 | 9 | 16 | 3 | 0 | 4
Cc1ccc(S(=O)(=O)/N=C2/NC(=O)/C(=C/c3cccnc3)S2)cc1 | 90 | -0.8 | -61 | 89 | -5 | 2 | -1 | 5 | . | 11
CNC(=O)N(O)C1N(C)C(=O)N(CC(=O)OC)C1(C)C (centres undefined) | 90 | -1.9 | -2 | 76 | -11 | 2 | 0 | 3 | 1 | 21
CCC(=O)Nc1ccc(NC(=O)c2cccc(OC)c2)nc1 | 90 | -0.5 | -42 | 93 | -6 | -2 | 1 | 8 | . | 6
CSCCC(NC(=O)c1cccc(S(=O)(=O)N2CCOCC2)c1)C(=O)Nc1ccc(F)cc1 (centres undefined) | 98 | -3.1 | -16 | 92 | 2 | 1 | -9 | 17 | -10 | -5
COc1ccc(C(=O)NCCNC(C)=O)cc1S(=O)(=O)NCc1ccc(Cl)cc1 | 107 | 0.2 | -74 | 97 | -5 | 1 | 2 | 6 | 1 | 57*
O=C(COC(=O)CSc1ccc2ccccc2c1)Nc1ccccc1OC(F)F | 102 | 1.7 | -28 | 90 | -6 | 12 | 5 | 5 | -12 | 7
Cc1cccc2c(=O)cc(C)n(Cc3ccccc3)c12 | 92 | 0.7 | -56 | 86 | -6 | 7 | -13 | 36* | -5 | .
CC(=O)Nc1ccc(S(=O)(=O)N2CCN(c3cc(C)nc4ccccc34)CC2)cc1 | 84 | -0.6 | -38 | 88 | -5 | -1 | -2 | 14 | -1 | 10
CCOC(=O)c1cc(NC(=O)N2CCCCC2)c(C)nc1C | 100 | -1.8 | -23 | 95 | -4 | 0 | 1 | 3 | -3 | -25
O=C(NCC1CCCCC1)C1CCCN(C(=O)NC2CCCCC2)C1 (centres undefined) | 89 | -1.4 | -21 | 97 | -18 | 2 | 6 | 11 | -2 | -5
CC(C)CC(=O)Nc1nnc(SCC(=O)NCc2ccco2)s1 | 100 | -2.0 | -13 | 87 | 5 | 2 | -9 | 6 | -4 | -65
CCOC(=O)c1nn(-c2ccc(Cl)cc2)c2nc(Nc3ccccc3)cc(=O)n12 | 106 | 2.3 | -33 | 104 | -12 | -1 | -27 | 3 | -2 | -12
Cc1ccc(NC(=O)CCC(=O)c2cccs2)cc1 | 95 | -3.5 | -33 | 81 | -8 | 5 | -6 | 16 | 0 | 5
Cc1onc(-c2ccccc2)c1C(=O)NCc1ccc2c(c1)OCO2 | 95 | -3.7 | -10 | 94 | -5 | -1 | 1 | 4 | 0 | .
O=S(=O)(c1cc(Cl)ccc1Cl)N1CC2CCCN2c2ccc(C(F)(F)F)cc21 (centres undefined) | 54 | -1.3 | -21 | 49 | -19 | 2 | 1 | 16 | . | 27
COC(=O)C1C2C=CC3(CN(Cc4ccco4)C(=O)C13)O2 (centres undefined) | 84 | -1.4 | -13 | 91 | 1 | 0 | -3 | 11 | 0 | -2
COc1ccc(C(=O)NC(=S)Nc2ccccc2N2CCOCC2)cc1Br | 65 | -3.0 | -49 | 68 | 0 | 5 | 6 | 12 | -1 | .
Cn1c[n+](C)cc1-c1ccc(/C(N)=N/O)cc1 | 94 | -1.5 | -23 | 91 | 5 | 2 | -4 | 10 | -2 | .
CCN(Cc1ccccc1)C(=O)c1cc2c(=O)oc3ccc(C)cc3c2s1 | 102 | -1.3 | -40 | 97 | -9 | 7 | 2 | 11 | 0 | .
CCCS(=O)(=O)N1CCCC(C(=O)NCCCN(Cc2ccccc2)C(C)C)C1 (centres undefined) | 99 | -2.0 | -28 | 91 | -15 | 0 | -15 | 5 | 1 | 7
COc1ccc(/C=C/C(=O)NCc2cn(C)nc2C)cc1COc1ccc(Cl)cc1Br | 98 | 2.8 | -74 | 100 | -14 | 0 | -7 | . | 1 | -19
COc1cccc(NC(=O)c2ccccc2SC)c1 | 94 | 0.7 | -18 | 112 | -13 | 3 | -5 | 5 | -4 | 13
CCS(=O)(=O)N1CCC(C(=O)NCC2CCCO2)CC1 (centres undefined) | 97 | 0.0 | -33 | 109 | -4 | -3 | -14 | 9 | . | -3
O=C(CSc1nnc(SCc2cccc3ccccc23)s1)N/N=C/C=C/c1ccccc1[N+](=O)[O-] | 91 | -1.6 | -36 | 90 | 5 | 6 | -2 | 2 | 3 | -1
COc1ccc(N(CC(=O)Nc2ccccc2C(=O)NCc2ccco2)S(C)(=O)=O)cc1 | . | -0.8 | -12 | 94 | -10 | 4 | 11 | 10 | 0 | -20
CCCCC(CC)C1OCC(C[N+]2(C)CCOCC2)O1 (centres undefined) | 84 | 0.8 | -20 | 90 | 2 | 1 | -3 | 7 | -8 | .
CCN1CCN(Cc2ccccc2NC(=O)Nc2ccc(C)cc2)CC1 | 114 | -1.0 | -5 | 94 | -14 | 0 | 4 | 25 | -1 | 10
Cc1cc(N(C)C)c(C#N)c(N2CCOCC2)n1 | 100 | -1.2 | -3 | 97 | 3 | 2 | -5 | 3 | -1 | .
COc1ccc(OC)c(-c2cc(C(F)(F)F)c3c(n2)sc2c(O)cc(=O)[nH]c23)c1 | 83 | -1.9 | -9 | 78 | -2 | -1 | 6 | 6 | -1 | .
Nc1c(-c2ccccc2)n[nH]c1-c1ccccc1 | 96 | -3.5 | -38 | 104 | -26 | 4 | 15 | 12 | -2 | 6

Nothing new here: an excerpt of the list.
SMILES | PTEN del growth | MRP-1 activ | Yeast growth inh | bCat KO growth | Yeast lifespan up | NPY Y2 blocker | GALR2 antag | Measles CPE | Phagocytosis inh | E-sel TNF inh
CC(C)CC(=O)Nc1nnc(SCC(=O)NCc2ccco2)s1 | 100 | -2.0 | -13 | 87 | 5 | 2 | -9 | 6 | -4 | -65
CCOC(=O)c1nn(-c2ccc(Cl)cc2)c2nc(Nc3ccccc3)cc(=O)n12 | 106 | 2.3 | -33 | 104 | -12 | -1 | -27 | 3 | -2 | -12
Cc1ccc(NC(=O)CCC(=O)c2cccs2)cc1 | 95 | -3.5 | -33 | 81 | -8 | 5 | -6 | 16 | 0 | 5
Cc1onc(-c2ccccc2)c1C(=O)NCc1ccc2c(c1)OCO2 | 95 | -3.7 | -10 | 94 | -5 | -1 | 1 | 4 | 0 | .
O=S(=O)(c1cc(Cl)ccc1Cl)N1CC2CCCN2c2ccc(C(F)(F)F)cc21 (centres undefined) | 54 | -1.3 | -21 | 49 | -19 | 2 | 1 | 16 | . | 27
COC(=O)C1C2C=CC3(CN(Cc4ccco4)C(=O)C13)O2 (centres undefined) | 84 | -1.4 | -13 | 91 | 1 | 0 | -3 | 11 | 0 | -2

Other results.
SMILES | PTEN del growth | MRP-1 activ | Yeast growth inh | bCat KO growth | Yeast lifespan up | NPY Y2 blocker | GALR2 antag | Measles CPE | Phagocytosis inh | E-sel TNF inh
COc1ccc(CCNS(=O)(=O)c2ccc3c(c2)CCN3C(=O)CCC(=O)O)cc1OC | 95 | -0.6 | -11 | 77 | -10 | 1 | -7 | 3 | -1 | -12
OC(COCc1ccccc1)CN1CCN(c2ccccc2F)CC1 (centres undefined) | 88 | -2.4 | -30 | 97 | 1 | 8 | -1 | 12 | 0 | 4
O=C(NC1CCCCC1)NC1CC2CCC(C1)N2C(=O)NCc1ccccc1 (centres undefined) | 103 | 0.7 | -21 | 96 | -6 | 2 | -10 | 12 | 0 | 11
C=C(C)Cn1c(N2CCN(CC)CC2)nc2c1c(=O)[nH]c(=O)n2C | 99 | -2.5 | -41 | 98 | 3 | 1 | -2 | 36 | 0 | -7
COc1ccc(CCNC(=O)Cn2cccc2C(=O)c2ccccc2)cc1OC | 102 | -2.7 | -23 | 90 | 3 | 2 | 1 | 10 | -2 | -11
CC(=O)N1CCc2cc(Br)cc(S(=O)(=O)N3CCN(C(=O)c4ccco4)CC3)c21 | 92 | -1.4 | -57 | 98 | -4 | 2 | 5 | 6 | -1 | .
Cc1nnc(SCc2nc3ccccc3[nH]2)s1 | 87 | -1.5 | -18 | 90 | -5 | 1 | 14 | 18 | -1 | .
CCOC(=O)C(CCc1nnc(N)s1)C(=O)OCC | 94 | -1.5 | -21 | 90 | -4 | 1 | 5 | 32 | -1 | -9
CC/C(=N\NC(=O)CNC(=O)/C=C/c1ccco1)c1ccccc1 | 102 | -3.4 | -21 | 96 | -9 | -1 | 9 | 5 | -1 | -7
Cc1cccc(S(=O)(=O)Nc2cccc(-c3cn4ccsc4n3)c2)c1 | 90 | -2.0 | -44 | 96 | 4 | 0 | 11 | 1 | 0 | -8
N#CCC(=O)Nc1ncn(Cc2ccccc2Cl)n1 | 94 | -1.1 | -20 | 99 | -8 | -2 | 4 | 25 | 0 | -15
COc1ccc(-c2cc3ccccc3n2CC(O)Cn2nc(C)cc2C)cc1 (centres undefined) | 35 | -3.1 | -39 | 40 | -5 | 2 | 6 | 38 | 1 | 26
O=C(/C=C\NCC(=O)c1ccccc1)c1ccc2ccccc2c1 | 84 | -3.9 | -21 | 87 | 2 | 4 | -11 | 6 | -4 | -22
COc1cccc(C2C(C#N)=C(C)NC3=C2C(=O)CC(C)(C)C3)c1 (centres undefined) | 80 | -3.1 | -6 | 92 | 6 | -2 | 4 | 23 | -3 | .
CCCC(=O)Nc1ccc(NC(=O)c2cccs2)cn1 | 96 | -0.7 | -18 | 99 | -18 | 2 | 9 | 3 | -1 | -31
O=c1c2ccccc2[nH]c(=S)n1CCCN1CCOCC1 | 94 | 0.0 | -3 | 103 | -2 | 4 | -11 | 4 | . | .
